Screening data as filed in PubChem.
POLK inh = qHTS for Inhibitors of Polymerase Kappa; DNA polymerase kappa (Homo sapiens), Q9UBT6; purified Pol kappa, fluorescent DNA synthesis assay, 10 min; Potency, µM (doses to about 107 µM), inactives show at the highest dose activity, negative = inhibition, usual class: inhibitors; 0.53% of 400,000 active; AID 588579, 2011; note: potency is the fitted concentration of half-maximal effect; % is set by controls: 0 for no effect and ±100 for the full control effect
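Pol kappa 10 nM + cpd, 15 min RT; start w/ substrate 50 nM final; fluorescence kinetic read, 0 and 10 min. Neg ctrl: buffer, no enzyme.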
PGK inhibitor = qHTS Assay to Find Inhibitors of Phosphoglycerate Kinase; PGK/GAPDH coupled, Kinase-Glo luminescence, 60 min; Potency, µM (highest dose often 57.5 µM), for inactives: at the highest dose activity change, negative = inhibition, hits mostly inhibitors; 0.043% of 380,000 active; note: potency is the fitted concentration of half-maximal effect; % is set by controls: 0 for no effect and ±100 for the full control effect; nearly all actives have a fitted effect of over 60% in size
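Luminescent ATP detection (Kinase-Glo Plus) follows a 60-minute room-temperature incubation, with wells lacking PGK as controls. Buffer: 100 mM TEA (pH 7.6), 5 mM MgCl2, 0.01% Tween-20. Coupling enzyme GAPDH (100 nM final) supplies unstable 1,3-BPG in-well.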
APEX1 inh = qHTS Assay for Inhibitors of the Human Apurinic/apyrimidinic Endonuclease 1 (APE1); AID 2517, 2012; Potency, µM (highest dose often 65.8 µM), for inactives: at the top dose activity change, negative = inhibition, hits mostly inhibitors; 0.35% of 350,000 active; recombinant APE1, TAMRA/BHQ-2 abasic DNA cleavage fluorescence; DNA repair nuclease/redox regulator APEX1 (Homo sapiens), P27695;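 note: potency is the fitted concentration of half-maximal effect; plate controls were vehicle for no effect and reference inhibitor for full effect; nearly all actives have a fitted effect of over 55% in size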
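Kinetic fluorescence read (525 ex/598 em nm, three reads 60 s apart) of AP-site incision; signal = third minus first read. Enzyme 0.75 nM, dual-labelled THF duplex 50 nM, compound preincubation 15 min RT.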
RXFP1 antagonist = qHTS Assay for Antagonists of the Relaxin Receptor RXFP1. AID 1259400, 2018. 0.59% of 350,000 active. Relaxin receptor 1 (Homo sapiens), Q9HBX9. activity change, negative = inhibition, % at 57.5 µM. HEK293-RXFP1, relaxin-stimulated cAMP HTRF, 30 min; active compounds read low;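 active = activity change of -60% or lower, but not beyond a set lower limit; inconclusive = change between -60% and -40%, or beyond the set limit; inactive = change above -40%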; note: % is set by controls: 0 for no effect and ±100 for the full control effect
Pol beta inh = qHTS Assay for Inhibitors of DNA Polymerase Beta | P06746 | Pol beta primer extension/strand displacement, fluorescence kinetic | Potency, µM (top dose mostly 114 µM), for the others: at the highest dose activity change, negative = inhibition, most hits filed as inhibitors | 1.3% of 340,000 active | AID 485314, 2010; note: potency is the fitted concentration of half-maximal effect; % is set by controls: 0 for no effect and ±100 for the full control effect
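Homogeneous kinetic assay of primer extension and strand displacement by 10 nM Pol beta, preincubated 15 min at room temperature with compound before 50 nM substrate (final) was added. Read at 0 and 10 min; four-parameter Hill fit.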
POLH inh = qHTS for Inhibitors of Polymerase Eta. recombinant Pol eta, fluorescent DNA replication assay. DNA polymerase eta (Homo sapiens), Q9Y253. Potency, µM (highest dose often 114 µM), for the others: at the highest dose activity change, negative = inhibition, usual class: inhibitors. 1.2% of 390,000 active; note: potency is the fitted concentration of half-maximal effect; % is set by controls: 0 for no effect and ±100 for the full control effect
Target sequence (Q9Y253 whole entry, looked up): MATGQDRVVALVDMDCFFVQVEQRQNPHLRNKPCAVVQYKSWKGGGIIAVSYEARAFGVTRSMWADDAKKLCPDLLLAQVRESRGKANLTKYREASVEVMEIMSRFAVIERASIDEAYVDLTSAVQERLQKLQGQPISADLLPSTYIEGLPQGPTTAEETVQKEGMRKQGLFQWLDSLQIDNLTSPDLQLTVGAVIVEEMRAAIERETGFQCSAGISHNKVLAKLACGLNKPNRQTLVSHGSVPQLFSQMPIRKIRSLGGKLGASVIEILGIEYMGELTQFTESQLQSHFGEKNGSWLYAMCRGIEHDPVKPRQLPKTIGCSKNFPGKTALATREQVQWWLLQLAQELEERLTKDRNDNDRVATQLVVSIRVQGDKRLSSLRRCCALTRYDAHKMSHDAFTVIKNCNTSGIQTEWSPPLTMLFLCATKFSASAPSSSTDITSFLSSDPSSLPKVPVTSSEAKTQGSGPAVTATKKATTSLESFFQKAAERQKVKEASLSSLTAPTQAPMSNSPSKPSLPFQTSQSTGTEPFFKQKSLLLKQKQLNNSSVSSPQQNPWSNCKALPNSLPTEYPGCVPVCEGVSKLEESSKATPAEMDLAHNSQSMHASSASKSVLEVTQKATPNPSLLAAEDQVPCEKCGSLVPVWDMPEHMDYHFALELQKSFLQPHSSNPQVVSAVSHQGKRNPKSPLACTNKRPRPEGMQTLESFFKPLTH
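Pol eta (10 nM) was preincubated with compounds for 15 min at room temperature, after which fluorescent replication substrate (50 nM final) was added to start the reaction. Fluorescence was read kinetically at 0 and 10 min.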
Pol iota inh = qHTS for Inhibitors of Polymerase Iota | AID 588590, 2011 | Potency, µM (top dose mostly 115 µM), inactives show at the highest dose activity, negative = inhibition, usual class: inhibitors | 1% of 390,000 active | DNA polymerase iota (Homo sapiens), Q9UNA4 | Pol iota fluorescent replication assay, 10 min; note: potency is the fitted concentration of half-maximal effect
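Pol iota at 10 nM preincubated 15 min with compounds at room temperature; reaction started with fluorescent substrate, 50 nM final. Fluorescence read kinetically at 0 and 10 min; buffer-only wells as negative control.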
Apoferritin bind = qHTS Assay for Identification of Novel General Anesthetics; Ferritin light chain (Equus caballus), P02791; apoferritin/1-aminoanthracene competitive binding, fluorescence; Potency, µM (doses to about 77.5 µM), for inactives: at the highest dose activity change, negative = displacement, actives largely listed as inhibitors; 0.074% of 350,000 active; AID 485281, 2010; note: potency is the fitted concentration of half-maximal effect; % is set by controls: 0 for no effect and ±100 for the full control effect; nearly all actives have a fitted effect of over 20% in size
Target sequence (P02791 2-175 limits assumed): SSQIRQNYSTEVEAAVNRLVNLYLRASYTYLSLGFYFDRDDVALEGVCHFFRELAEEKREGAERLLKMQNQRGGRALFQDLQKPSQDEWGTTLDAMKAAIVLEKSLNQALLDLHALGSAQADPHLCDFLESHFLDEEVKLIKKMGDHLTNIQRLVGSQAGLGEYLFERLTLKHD
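Probe: 1-aminoanthracene (50% saturated, PBS). Protein: horse-spleen apoferritin, 10 uM. Incubation: 10 min, room temperature. Detection: 380 nm excitation, 535 nm emission. Analysis: normalized response, four-parameter Hill.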
BLM inh = qHTS Assay for Inhibitors of Bloom's syndrome helicase (BLM). RecQ-like DNA helicase BLM (Homo sapiens), P54132. recombinant BLM DNA unwinding, fluorescence dequenching. 0.2% of 350,000 active. AID 2528, 2010. Potency, µM (doses to about 56.1 µM), inactives show at the highest dose activity change, negative = inhibition, most hits filed as inhibitors;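 note: potency is the fitted concentration of half-maximal effect; plate controls were vehicle for no effect and no enzyme for full effect; nearly all actives have a fitted effect of over 35% in size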
Active calls of the source: *; i = inactive; ? = inconclusive; . = not tested or not shown; [ ] = another dose, or the depositor's remark. Unless noted, calls come from the whole dose curve; as a rule, active = well fitted curve in the direction sought with a large enough effect; inconclusive = small, poorly fitted or top-dose-only effect, or another doubt; inactive = no such curve, though single readings can be large; an effect the other way counts as inactive or inconclusive. This is a subset; rates above refer to the full screens.

SMILES | POLK inh | PGK inhibitor | APEX1 inh | RXFP1 antagonist | Pol beta inh | POLH inh | Pol iota inh | Apoferritin bind | BLM inh
CCOc1ccc(N2CC(c3nc4ccccc4n3CCOc3ccccc3)CC2=O)cc1 (stereo not drawn) | -1% | -4% | . | -20 | -11% | -20% | -3% | 7% | -6%
CC1(OC(=O)C2CCCC2)C(=O)C=C2C=C(c3ccsc3)N(Cc3ccco3)C=C2C1=O (stereo not drawn) | 25µM* | 5% | ? | . | ? | -14% | ? | -15% | -9%[12.4 µM]
Cc1cccc(NC(=O)c2cccc(C(F)(F)F)c2)c1 | -4% | . | -4% | 4 | 6% | -3% | -15% | ? | -6%
N/N=C1\CCCc2nonc21 | 2% | -3% | -1% | 2 | -12% | -12% | 20% | -3% | 2%
COc1ccc(S(=O)(=O)N(C)C[C@H]2Oc3ccc(NC(=O)C4CC4)cc3C(=O)N([C@H](C)CO)C[C@@H]2C)cc1 | -6% | 3% | 2% | . | . | -9% | -5% | . | .
Cc1cccc(NC(=O)CCn2ccnc2C)c1 | -14% | -8% | 4% | 3 | -11% | -18% | -1% | 0% | -6%
COc1ccc(CCN(Cc2cc3cc(C)ccc3[nH]c2=O)C(=O)N2CCCC2)cc1OC | 6% | -1% | 3% | 2 | 3% | -11% | -3% | ? | 1%
NC(=O)/C(=C\c1ccccc1)NC(=O)c1ccc(NC(=O)c2ccccc2)cc1 | 8% | -7% | 2% | -8 | 1% | -17% | -14% | -11% | -1%
COC(=O)[C@H](CC(C)C)NC(=O)Nc1ccc(F)cc1 | -3% | -2% | 0% | -5 | 38% | -9% | -19% | -13% | 0%
COC(CN(C(=O)CCl)C(C(=O)NC1CCCCC1)c1ccccc1C)OC (stereo not drawn) | -6% | -9% | 1% | -4 | 11% | -7% | 16% | 5% | 5%
CCOC(=O)Cc1csc(NC(=O)CN2C(=O)c3ccccc3S2(=O)=O)n1 | 5% | 6% | -1% | -6 | 1% | -18% | 17% | -8% | 2%
Cc1nc2sccn2c(=O)c1S(=O)(=O)NCC1CCN(Cc2ccccc2Cl)CC1 | -9% | -3% | 3% | 1 | 3% | 6% | -13% | -5% | 1%
CCOC(=O)CNC(=O)Cn1cnc2ccc(S(=O)(=O)N3CCC(C)CC3)cc2c1=O | -12% | -4% | -1% | -5 | 8% | -14% | 10% | -8% | 3%
COc1cccc(CC(=O)Nc2ccc3c(c2)OC2(CCCC2)O3)c1 | -10% | -11% | 34% | -3 | . | ? | ? | . | .
O=C(N/N=C/c1cccc(O)c1)c1ccccc1O | 15% | -4% | 0% | 14 | -1% | 25% | 25% | -5% | -4%
COc1cccc(NC(=O)CN(C)C(=O)c2ccccc2Sc2ccccc2C#N)c1 | 12% | -4% | 26% | 5 | . | -15% | 8% | . | .
Clc1ccccc1CNc1nc2ccccc2c2nc(-c3cccnc3)nn12 | -5% | 1% | . | . | 9% | 0% | -6% | 16% | -1%
COc1ccc(NC(=S)NNc2ccc([N+](=O)[O-])cc2S(=O)(=O)Nc2ccc(C)cc2C)cc1 | -5% | -9% | -2% | -21 | 6% | ? | 77%[activator] | -16% | -16%
O=C(Nc1ccc(O)cc1)c1cccc(S(=O)(=O)N2CCOCC2)c1 | 11% | -8% | . | -7 | 6% | -17% | -7% | 1% | -1%
Cc1ccc(N2C(=O)N3[C@@H]4c5ccccc5OC[C@@H]4[C@@H](c4ccccc4)[C@@]3(C)C2=O)cc1 | -3% | -9% | -1% | . | . | -19% | 24% | . | .
COc1cccc(COC(=O)c2sc3nc4n(c(=O)c3c2C)CCC4)c1OC | -9% | 5% | -20% | -7 | . | ? | 14% | . | .
COc1ccccc1CN1C[C@@H]2C[C@@H](c3ccc(C)cc3)N3CCC[C@@]23C1=O | -2% | -2% | 13% | -23 | -7% | -21% | 34%[activator] | -17% | -1%
Cc1nn(CC(=O)NCCN2CCOCC2)c(=O)c2cc3sccc3n12 | -5% | i | 0% | 9 | 15% | -17% | 2% | 2% | 0%
Cc1ccc(S(=O)(=O)NCCSc2nnc(N)s2)cc1 | 5% | 0% | -1% | . | 1% | -11% | 6% | -5% | 3%
CC(C)(C)N1C(=O)[C@H]2[C@@H](c3ccc(Br)cc3)N3C(=O)N(c4ccccc4)C(=O)[C@@]3(C)[C@H]2C1=O | 3% | 0% | 12% | . | 44% | -23% | 39%[activator] | -13% | -6%
CC1CCC(NC(=O)c2ccc3c(c2)N(Cc2cccc(Cl)c2)C(=O)c2ccccc2S3(=O)=O)CC1 (stereo not drawn) | -10%[60.1 µM] | 0% | . | -14 | 14% | -4% | -22% | 6% | -4%
CCN1CCN(CCCNC(=O)c2ccc3nc(Cc4ccc(OC)cc4)oc3c2)CC1 | -10%[60.1 µM] | -8% | . | -4 | -14% | -4% | 6% | 6% | 6%
Cc1nn(CC(=O)NCCCN2CCN(C)CC2)c(=O)c2cc(-c3ccccc3)nn12 | 7% | i | 77%[activator] | -1 | 10% | -9% | 38%[activator] | -8% | -9%
COc1ccc(S(=O)(=O)N2CCOCC2)cc1NC(=O)c1cc(=O)[nH]c2ccccc12 | 6% | -11% | 33% | -8 | . | -9% | 69%[activator] | . | .
Cc1ccc(C)c(NC(=S)NCc2cccn2C)c1 | . | . | -1% | . | 13% | . | . | -17% | -4%

Full records as entered above:
`Cc1cccc(NC(=O)c2cccc(C(F)(F)F)c2)c1` across the screens: POLK inh: -4%; PGK inhibitor: .; APEX1 inh: -4%; RXFP1 antagonist: 4; Pol beta inh: 6%; POLH inh: -3%; Pol iota inh: -15%; Apoferritin bind: ?; BLM inh: -6%
`O=C(Nc1ccc(O)cc1)c1cccc(S(=O)(=O)N2CCOCC2)c1` across the screens: POLK inh: 11%; PGK inhibitor: -8%; APEX1 inh: .; RXFP1 antagonist: -7; Pol beta inh: 6%; POLH inh: -17%; Pol iota inh: -7%; Apoferritin bind: 1%; BLM inh: -1%

Continued:
SMILES | POLK inh | PGK inhibitor | APEX1 inh | RXFP1 antagonist | Pol beta inh | POLH inh | Pol iota inh | Apoferritin bind | BLM inh
C/C(=N\N1CCN(C2c3ccccc3-c3ccccc32)CC1)c1cccnc1 | -13% | -1% | 1% | -8 | 15% | -13% | 12% | -12% | -3%
COc1ccc(CNC(=O)Cc2csc(Nc3nc(=S)[nH]c4ccccc34)n2)cc1 | -1% | -2% | 1% | -2 | 9% | 1% | 22% | -16% | -4%
Cc1nn(C)c(C)c1NS(=O)(=O)c1ccc(OC(F)(F)F)cc1 | -1% | -1% | -13% | 11 | . | -9% | 38%[activator] | . | .
COc1ccc(OCC(=O)NCc2cccnc2)cc1 | 8% | -8% | -2% | -1 | 3% | -8% | -8% | -2% | -2%
CC(C)c1nnc(NC(=O)C2CC(=O)N(CCc3ccc(F)cc3)C2)s1 (stereo not drawn) | -13% | i | 1% | 9 | ? | -16% | 45%[activator] | 7% | -3%
COc1ccc(C2=NOC(COC(=O)c3ccc4ccccc4n3)C2)cc1 (stereo not drawn) | 3% | -3% | 7% | -11 | -4% | -20% | 11% | -19% | 3%
COc1ccc(C(N)=O)cc1NC(=O)CC(O)(C(F)(F)F)C(F)(F)F | -3% | -6% | -2% | 16 | 12% | -15% | 31% | -6% | 1%
C#CCSc1nnc(-c2ccccc2)c(=O)[nH]1 | 1% | -3% | ? | -4 | -12% | 8% | 18% | -12% | -2%
Cc1ccc(S(=O)(=O)N2N=C3CCCCC3C2(O)C(F)(F)F)cc1 (stereo not drawn) | -3% | i | -4% | -16 | -25% | -8% | 84%[activator] | ? | -2%
CN(C)c1oc(-c2ccco2)nc1C#N | -13% | -3% | 4% | -10 | 13% | -7% | 1% | -16% | 0%
COc1ccc(CCn2c(N3CCN(C)CC3)nc3c2c(=O)[nH]c(=O)n3C)cc1 | 2% | i | -2% | -8 | -12% | -14% | -11% | -8% | 5%
O=C(NC1CCCc2ccccc21)c1cccc(Br)c1 (stereo not drawn) | -3% | -10% | 4% | -6 | 22% | -21% | ? | -15% | 3%

Among those listed so far, these have fluorine:
SMILES | POLK inh | PGK inhibitor | APEX1 inh | RXFP1 antagonist | Pol beta inh | POLH inh | Pol iota inh | Apoferritin bind | BLM inh
Cc1cccc(NC(=O)c2cccc(C(F)(F)F)c2)c1 | -4% | . | -4% | 4 | 6% | -3% | -15% | ? | -6%
COC(=O)[C@H](CC(C)C)NC(=O)Nc1ccc(F)cc1 | -3% | -2% | 0% | -5 | 38% | -9% | -19% | -13% | 0%
Cc1nn(C)c(C)c1NS(=O)(=O)c1ccc(OC(F)(F)F)cc1 | -1% | -1% | -13% | 11 | . | -9% | 38%[activator] | . | .
CC(C)c1nnc(NC(=O)C2CC(=O)N(CCc3ccc(F)cc3)C2)s1 (stereo not drawn) | -13% | i | 1% | 9 | ? | -16% | 45%[activator] | 7% | -3%
COc1ccc(C(N)=O)cc1NC(=O)CC(O)(C(F)(F)F)C(F)(F)F | -3% | -6% | -2% | 16 | 12% | -15% | 31% | -6% | 1%
Cc1ccc(S(=O)(=O)N2N=C3CCCCC3C2(O)C(F)(F)F)cc1 (stereo not drawn) | -3% | i | -4% | -16 | -25% | -8% | 84%[activator] | ? | -2%
